hERG WT inh: qHTS for Inhibitors of KCHN2 3.1: Wildtype qHTS | AID 720551, 2013 | actives 0.37% (n = 340,000) | activity change, % at 1.84 µM | U2OS, BacMam KCNH2, thallium flux FluxOr; active compounds read low | Voltage-gated inwardly rectifying potassium channel KCNH2 (Homo sapiens), Q12809;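 active means maximum activity change below -70%; inconclusive means maximum activity change between -70% and -50%; inactive means maximum activity change above -50%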; further: on the % scale 0 is the no-effect control and ±100 the full control effect
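U2OS cells transduced with wild-type KCNH2 virus are loaded with FluxOr dye for 45 min, and thallium flux is measured in kinetic reads before and after stimulation buffer. Rate constants are normalized to DMSO controls.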
TCR activator: Activators of T cell receptors: qHTS campaign | primary human leukocytes, anti-CD3, IL-2 HTRF, 48 h | Potency, µM (series often up to 9.22 µM), for inactives: at the top dose activation of IL-2 secretion, usual class: activators | 330,000 tested, under 10 active | AID 504894, 2011; further: % of control where 0% means no effect
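TCR engagement came from a-CD3 beads alone, with compounds added to primary human leukocytes for 48 hr. Secreted IL-2 bridged europium cryptate- and d2-labelled anti-IL-2 antibodies, giving FRET emission at 665nm after 320nm excitation.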
TSHR antagonist: Antagonists of the Thyroid Stimulating Hormone Receptor: HTS campaign. TSHR-expressing cells, TSH-stimulated cAMP HTRF, 2 h; active compounds read low. activity change, negative = inhibition, % at 11.5 µM. actives 0.2% (n = 330,000). Thyrotropin receptor (Homo sapiens), P16473. AID 504810, 2011;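 active means activity change below a set negative limit, meaning inhibition stronger than a set level, cut at about -70% in these data; inconclusive means activity change between two set negative limits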; further: on the % scale 0 is the no-effect control and ±100 the full control effect
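TSHR-expressing cells, 200/well, pre-treated with compound, then stimulated with EC80 TSH (4nM final) for 2 hours at 37 deg C. cAMP measured by competitive HTRF: anti-cAMP cryptate antibody in lysis buffer plus cAMP-d2, read after 30 minutes at room temperature.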
AT treatment: qHTS Assay for Identifying a Potential Treatment of Ataxia-Telangiectasia; […] A-T fibroblasts, KAP-1 phosphorylation AlphaLISA; neocarzinostatin DNA damage 30 min before lysis; Potency, µM (series often up to 57.5 µM), for inactives: top-dose activation, hits mostly activators; actives 0.19% (n = 320,000); AID 485349, 2010; further: potency means the concentration at half of the fitted maximal effect; % of control where 0% means no effect; nearly all actives have a fitted effect of over 45% in size
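hTERT-immortalized A-T patient fibroblasts ([…]), 500 cells/well in OPTI-MEM, 1% FBS, got compounds for 60 min, then NCS for 30 min at 37C. Lysates were then assayed for phospho-KAP-1 by AlphaLISA (anti-pKAP1 donor, anti-KAP1 acceptor beads), 6 hr at 25C.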
USP2a inh: qHTS Assay for Inhibitors of Ubiquitin-specific Protease USP2a Using CHOP2 as the Reporter; actives 0.01% (n = 330,000); USP2 core, Ub-CHOP2 coupled fluorogenic reporter, 485/531; Potency, µM (doses to about 38.3 µM), for inactives: at the top dose activity change, negative = inhibition, actives largely listed as inhibitors;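 further: potency means the concentration at half of the fitted maximal effect; plate controls were DMSO wells for no effect and full inhibition by NEM control for full effect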
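Deubiquitinase activity read as fluorescence (485/531 nm) after Ub-CHOP2 cleavage activates the enterokinase reporter on its substrate; USP2 core 10nM, Ub-CHOP2 and substrate 25nM each, 30min compound preincubation then 60min RT; data normalized to NEM, curves fitted.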
Eya2 inh: qHTS Assay for Inhibitors of the Phosphatase Activity of Eya2; recombinant Eya2, OMFP fluorescence dephosphorylation (OMFP is methylfluorescein phosphate); Potency, µM (doses to about 76.9 µM), for the others: top-dose activity, negative = inhibition, actives largely listed as inhibitors; actives 0.006% (n = 330,000); AID 488837, 2010; further: potency means the concentration at half of the fitted maximal effect; on the % scale 0 is the no-effect control and ±100 the full control effect
Target sequence (O00167 whole entry, looked up): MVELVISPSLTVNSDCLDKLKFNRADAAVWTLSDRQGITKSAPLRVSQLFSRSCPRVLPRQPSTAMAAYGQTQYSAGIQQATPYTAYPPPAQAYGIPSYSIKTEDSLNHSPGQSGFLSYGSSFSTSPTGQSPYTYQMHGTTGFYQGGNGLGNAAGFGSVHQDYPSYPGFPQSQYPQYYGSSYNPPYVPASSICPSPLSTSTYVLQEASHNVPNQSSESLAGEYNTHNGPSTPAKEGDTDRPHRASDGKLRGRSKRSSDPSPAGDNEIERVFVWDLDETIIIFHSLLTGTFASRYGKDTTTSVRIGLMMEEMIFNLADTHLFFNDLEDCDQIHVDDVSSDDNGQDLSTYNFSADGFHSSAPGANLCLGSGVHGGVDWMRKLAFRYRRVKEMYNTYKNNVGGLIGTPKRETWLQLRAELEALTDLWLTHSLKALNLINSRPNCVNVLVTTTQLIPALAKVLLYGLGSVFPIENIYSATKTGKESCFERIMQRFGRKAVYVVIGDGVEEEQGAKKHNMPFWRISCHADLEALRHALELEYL
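Eya2 protein (added as 0.2 uM solution) was preincubated with compound for 10 min at ambient temperature in 50 mM HEPES pH 7.5, 50 mM NaCl, 5 uM MgCl2, 0.05% BSA, 1 mM DTT. OMFP (added at 50 uM) then reacted 10 min; fluorescence read at 485/525 nm.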
KCNH2 3.1 block: qHTS for Inhibitors of KCHN2 3.1: Mutant qHTS; Potassium voltage-gated channel subfamily H member 2, brain isoform KCNH2 3.1 (human); actives 0.95% (n = 340,000); U2OS KCNH2 3.1, thallium flux FluxOr; active compounds read low; AID 720553, 2013; activity change, % (tested at about 1.8 µM);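 active means maximum activity change below -70%; inconclusive means maximum activity change from -70% to -50%; inactive means maximum activity change above -50%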;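 further: thallium influx rate constant from kinetic fluorescence after stimulation buffer; on the % scale 0 is the no-effect control and ±100 the full control effect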
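Channel expression came from 3.1 mutant virus (1.77 x 10^8 /mL) applied to suspended U2OS cells for 4 h. Flux was tracked with FluxOr dye plus Red40 quencher, and kinetic rate constants normalized to controls.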
ELG1 DNA repair: qHTS screen for small molecules that inhibit ELG1-dependent DNA repair in human embryonic kidney (HEK293T) cells expressing luciferase-tagged ELG1 | HEK293T ELG1-luciferase reporter, luminescence, 16 h; DNA damage induced by 5-fluorouridine | Potency, µM (series often up to 46.1 µM), inactives show at the highest dose activity change, negative = inhibition, hits mostly inhibitors | actives 2.3% (n = 330,000) | AID 504467, 2011; further: potency means the concentration at half of the fitted maximal effect; on the % scale 0 is the no-effect control and ±100 the full control effect; nearly all actives have a fitted effect of over 55% in size
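In this reporter screen, reduction of luminescence relative to DMSO vehicle indicated activity. Compounds and 5-fluorouridine were added together to 2,000 cells per well, incubated for 16 hr at 37 °C, then developed with ONE-Glo.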
TRPV1 ag: HTS Assay for Compounds that Act as Agonists of the Vanilloid Receptor 1; Transient receptor potential cation channel subfamily V member 1 (Homo sapiens), Q8NER1; TRPV1-expressing cells, Fluo-8 calcium influx, agonist mode; activation, % at 8.33 µM; actives 0.19% (n = 320,000); AID 540275, 2011; in the data active means activation above about 80%; inconclusive means between about 30% and that limit; further: 0% is about no effect
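Fluo-8 calcium influx in TRPV1-expressing cells, kinetic read (ex 480/em 520 nm). Compound added and read 3 min for agonist activity, followed by capsaicin at EC20 final and 2 min further read for enhancement.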
Mito fusion act: qHTS Assay for Small Molecule Inhibitors of Mitochondrial Division or Activators of Mitochondrial Fusion. S. cerevisiae fusion-defective mutant growth rescue, CellTiterGlo 48 h. Potency, µM (highest dose often 46.1 µM), for inactives: at the highest dose growth rescue (activation), most hits filed as activators. actives 0.23% (n = 320,000);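 further: potency means the concentration at half of the fitted maximal effect; % of control where 0% means no effect; nearly all actives have a fitted effect of over 45% in size; temperature-sensitive fusion mutants such as fzo1-1 at 37 °C on non-fermentable ethanol glycerol medium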
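Compounds are tested for their ability to restore growth of mitochondrial fusion-defective yeast strains at non-permissive 37C in YPEG medium over 48 hours. Viability is quantified by luciferase luminescence.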
The depositor's hits bear a star; ? = inconclusive; . = not tested or not shown; [ ] = another dose, or the depositor's remark. Unless noted, the call rests on the fitted dose curve; in most records, active means well fitted curve in the direction sought with a large enough effect; inconclusive means small, poorly fitted or top-dose-only effect, or another doubt; inactive means no such curve, though single readings can be large; an effect the other way counts as inactive or inconclusive.

SMILES	hERG WT inh	TCR activator	TSHR antagonist	AT treatment	USP2a inh	Eya2 inh	KCNH2 3.1 block	ELG1 DNA repair	TRPV1 ag	Mito fusion act
COc1ccc(NC(=O)CC2C(=O)OCC3CCCCN32)cc1Cl (stereo not drawn)	3	-5%[46.1 µM]	5	-1%	2%	14%	12	-7%	2	5%
COC(=O)c1c(NC(=O)Cc2cccs2)sc2c1CCC(C)C2 (stereo not drawn)	-3	-4%	-4	5%	-1%	5%	2	?	3	0%
CCCCn1c(N)c(N(CC)C(=O)c2cccs2)c(=O)[nH]c1=O	2	-15%	-4	-1%	2%	-4%	3	1%	.	.
O=C(NCc1ccccc1)c1ccc(N2CCC3(CC2)CC(c2ccc(Cl)cc2)=NO3)c([N+](=O)[O-])c1	21	1%	-8	-3%	-2%	-2%	-10	?	-2	6%
O=C(COC(=O)C1CC2CCCC(C1)C2=O)NC(=O)c1ccccc1 (stereo not drawn)	0	.	23	1%	1%	-10%	-8	23%	20	-5%
CCCCOCCCNc1ncnc2c1[nH]c1ccccc12	-2	-1%	?	-3%	3%	-34%	13	?	?	2%
N#C/C(=C\c1sc(N2CCOCC2)nc1-c1ccccc1)C(=O)Nc1cccc2ccccc12	.	1%[46.1 µM]	-2	0%	1%	6%	.	?	0	-4%
COc1cc(CNCCO)ccc1OCC(=O)Nc1ccc(Br)cc1	6	4%	1	-5%	0%	-27%	-24	?	-1	0%
Cc1ccc(CN(C(=O)c2ccco2)C(C(=O)NC2CCCC2)c2cccnc2)cc1 (stereo not drawn)	6	4%	8	0%	0%	-25%	5	-3%	3	6%
O=C(O)c1cccnc1-c1ncccc1C(=O)O	-2	3%	28	-5%	7%	3%	4	2%	-11	-1%
O=C(COc1ccc(=O)n(-c2ccccc2)n1)Nc1ccccc1	3	-2%	4	0%	1%	-15%	-2	3%	0	-1%
CC(C)N(C(=O)CSc1nc(COc2ccccc2)nc2ccccc12)C(C)C	1	1%	0	8%	-1%	-19%	-7	?	?	3%
CCCS(=O)(=O)N1CCN(Cc2ccc([N+](=O)[O-])cc2)CC1	2	4%	25	1%	1%	0%	-1	-1%	-1	2%
O=C1/C(=C/c2cccs2)SC(=S)N1CCC(=O)N1CCCCC1CCO (stereo not drawn)	-7	-1%	18	-15%	-1%	8%	-34	?	14	-7%
Cc1ccc2nc(C)/c(=N\O)c(C)nc2c1	1	1%	-25	0%	1%	12%	-3	?	23	1%
CC(Oc1ccccc1)C(=O)N1CCN=C1SCc1cccc(F)c1 (stereo not drawn)	-11	-5%	-4	8%	1%	7%	-12	-16%	?	-1%
O=c1ccnc(Nc2ccc3c(c2)OCCO3)[nH]1	-1	-1%	16	6%	5%	1%	-10	-12%	-1	3%
CCc1c(C)sc(NC(=O)c2cccs2)c1C#N	17	0%[46.1 µM]	0	4%	2%	1%	4	?	?	9%
CC(=O)Nc1cccc(NC(=O)CCc2ccccc2)c1	0	-1%	12	4%	-1%	2%	-16	?	2	-4%
CS(=O)(=O)N(CC(=O)N1CCCC1)c1ccc(Cl)cc1Cl	-12	7%	7	10%	2%	-11%	3	10%	2	-7%
CCC(CC)C(=O)Nc1cc(OC)c(OC)cc1C(=O)O	-9	-2%	4	5%	3%	5%	1	5%	0	-4%
COc1cc(NS(=O)(=O)c2ccc(NC(=S)NC(=O)c3sc4ccccc4c3Cl)cc2)nc(OC)n1	-20	-10%[46.1 µM]	-1	5%	0%	-4%	-9	-9%	-10	6%
O=C(c1ccc(F)cc1)c1cc2ccc(O)cc2oc1=O	12	0%	-3	-11%	4%	-5%	18	?	-4	7%
CN(C(=O)C1CC1)C1CCS(=O)(=O)C1 (stereo not drawn)	-4	-22%	13	4%	-6%	-13%	14	0%	-2	-2%
O=C(CC1NC(=O)NC1=O)Nc1ccc(Cl)cc1 (stereo not drawn)	1	-12%	16	.	-1%	4%	20	13%	-7	-2%
CC(C)Cc1ccc(S(=O)(=O)N2CCN(c3ccccn3)CC2)cc1	-1	-4%	1	4%	-2%	?	-14	-16%	25	8%
O=C(Nc1ccc(N2CCN(Cc3ccccc3)CC2)cc1)c1cccnc1	4	9%	-7	-4%	1%	5%	4	?	-7	0%
Cc1[nH]n(-c2ccccc2)c(=O)c1C(C[N+](=O)[O-])c1ccc(Br)cc1 (stereo not drawn)	2	-3%	6	2%	3%	-29%	9	-25%	3	-3%
COc1cc(C)c(NC(c2ccccc2)c2ccccc2)cc1OC	5	9%	-13	11%	0%	-5%	7	1%	2	11%
COc1ccc(C(=O)N2c3ccccc3C=CC2C#N)cc1 (stereo not drawn)	0	2%[46.1 µM]	6	10%	0%	1%	20	-28%	3	22%
O=C(NCc1ccc(F)cc1)c1cc2n(n1)C(C(F)(F)F)CC(C1CC1)N2 (stereo not drawn)	-8	-7%	2	-1%	0%	7%	-1	-5%	.	-6%
COc1ccc(-c2cnnn2-c2ccc(NC(=O)/C=C/c3ccc(OC)c(OC)c3)cc2)cc1	-4	-8%[46.1 µM]	-11	2%	0%	-1%	3	5.8µM*	-4	0%
C=CCN1C(=O)c2ccc(C(=O)N(C)CC(=O)Nc3c(C)cccc3C)cc2C1=O	-3	0%	2	-3%	0%	0%	-6	-10%	-3	-6%
Cc1ccc(Cl)cc1NC(=O)CCn1cccc1	-9	-6%	-9	0%	0%	4%	6	4%	-1	1%
O=C(O)c1ccc(CNCc2c(Cl)cccc2Cl)cc1	-15	-32%	19	-3%	1%	24%	4	3%	1	-3%
O=C(CCn1cnc2ccccc2c1=O)Nc1ccc(Cl)c(Cl)c1	-5	0%	7	5%	3%	15%	10	-4%	1	1%
Cc1cc(Cl)ccc1NC(=S)N1CCN(Cc2ccc3c(c2)OCO3)CC1	13	-6%	-13	.	-7%	-3%	-23	-9%	20	11%
Cn1ccnc1SCC(=O)c1ccc(Cl)cc1	9	4%	11	-1%	2%	6%	9	?	8	-5%

Entries from the list above containing an aryl methoxy group:
SMILES	hERG WT inh	TCR activator	TSHR antagonist	AT treatment	USP2a inh	Eya2 inh	KCNH2 3.1 block	ELG1 DNA repair	TRPV1 ag	Mito fusion act
COc1ccc(NC(=O)CC2C(=O)OCC3CCCCN32)cc1Cl (stereo not drawn)	3	-5%[46.1 µM]	5	-1%	2%	14%	12	-7%	2	5%
COc1cc(CNCCO)ccc1OCC(=O)Nc1ccc(Br)cc1	6	4%	1	-5%	0%	-27%	-24	?	-1	0%
CCC(CC)C(=O)Nc1cc(OC)c(OC)cc1C(=O)O	-9	-2%	4	5%	3%	5%	1	5%	0	-4%
COc1cc(NS(=O)(=O)c2ccc(NC(=S)NC(=O)c3sc4ccccc4c3Cl)cc2)nc(OC)n1	-20	-10%[46.1 µM]	-1	5%	0%	-4%	-9	-9%	-10	6%
COc1cc(C)c(NC(c2ccccc2)c2ccccc2)cc1OC	5	9%	-13	11%	0%	-5%	7	1%	2	11%
COc1ccc(C(=O)N2c3ccccc3C=CC2C#N)cc1 (stereo not drawn)	0	2%[46.1 µM]	6	10%	0%	1%	20	-28%	3	22%
COc1ccc(-c2cnnn2-c2ccc(NC(=O)/C=C/c3ccc(OC)c(OC)c3)cc2)cc1	-4	-8%[46.1 µM]	-11	2%	0%	-1%	3	5.8µM*	-4	0%

These rows are one share of the data (hit frequency here may not be typical).
